# Screens (PubChem BioAssay)
# miR122 inh = miR-122 inhibition in Huh7 cells; Huh7 miR-122 Renilla luciferase sensor, 48 h; neutral wells = 0, positive control = 100; AID 602342; activation (reporter increase), % at 12.5 µM; 340,000 tested, 0.3% active;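 active means mean replicate activation score at least 90 and every replicate individually at or above 90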;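 further: higher luciferase means less miR-122 activity so hits act as miR-122 inhibitors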
# ARNT TACC3 PPI = ARNT/TACC3 interaction disruption; 390,000 tested, 0.66% active; inhibition, % at 9.99 µM; Q9Y6A5; AlphaScreen His-ARNT PAS-B/GST-TACC3 binding, luminescence; TACC3 fragment carries E629A point mutation;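 active means mean inhibition of replicates at least 50% and at least half of replicates each reaching 50%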;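 further: 0% = complete ARNT plus TACC3 wells and 100% = ARNT alone without TACC3; many hits fall short of the cut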
# Active calls of the source: *. These rows are one share of the data, so the mix of outcomes need not match the whole.
nr	compound	miR122 inh	ARNT TACC3 PPI
1	Clc1ccc(-c2cn3cccnc3n2)cc1	-3	-3
2	COC(=O)c1ccc(NC(=O)C2CCCN2S(=O)(=O)c2ccc(OC)cc2)cc1 (stereo not drawn)	-4	-25
3	COc1ccccc1C(=O)Nc1ccc(C(=O)N2CCCC2)cc1	-6	-21
4	N#C/C(=C/c1ccc(CNS(=O)(=O)c2ccccc2)o1)C(N)=O	0	1
5	CC(C)Cc1nnc(NC(=O)CC(=O)Nc2ccccc2C(=O)O)s1	-9	9
6	c1ccc(Cn2ccc(-c3cnc(-c4ccccc4)s3)n2)cc1	-4	5
7	CCOc1ccc(/C=C/C(=O)Nc2ccc(OC)cc2[N+](=O)[O-])cc1	0	4
8	CC(=O)N1CCC(=O)N(C(C)C)c2ccccc21	-2	-10
9	Cc1cc(/C=C(/C#N)c2nc3ccccc3[nH]2)c(C)n1-c1cccc([N+](=O)[O-])c1	-2	4
10	CCc1nnc(NC(=O)CSc2nnc(COc3cccc(C)c3)o2)s1	-2	29

# (continued)
nr	compound	miR122 inh	ARNT TACC3 PPI
11	O=C(N1CCOCC1)N1CCN(c2ccccc2)CC1	-5	-3
12	COc1ccc(OC)c(C2C3=C(N=C4SCC(=O)N42)c2ccccc2CC3)c1 (stereo not drawn)	10	-4
13	CN(C)CCCN1C(=O)C(=O)/C(=C(/O)c2ccncc2)C1c1ccccc1 (stereo not drawn)	-6	4
14	COc1ccc(Cc2nc(-c3ccc(NC(=O)c4cccnc4)cc3)no2)cc1	-1	-7
15	O=C(Nc1ccc2c(c1)CCC2)c1cc(S(=O)(=O)N2CCN(c3ccccc3)CC2)ccc1Cl	3	4
16	CC1(C2CC2)NC(=O)NC1=O (stereo not drawn)	-5	-1
17	N#Cc1ncc(C(F)(F)F)cc1Sc1ccc(N)cc1	-3	-4
18	C=CCc1ccc(OCc2ccc(C(=O)OC)o2)c(OC)c1	2	-12
19	Cc1cc(C)cc(C(=O)N2CC(=O)Nc3ccccc32)c1	27	5
20	COC(=O)c1[nH]c2cc(OC)ccc2c1NC(=O)CCN1CCCC(C)(C)C1	-11	1

# A draw from above in order of heavy-atom count, ascending:
nr	compound	miR122 inh	ARNT TACC3 PPI
16	CC1(C2CC2)NC(=O)NC1=O (stereo not drawn)	-5	-1
17	N#Cc1ncc(C(F)(F)F)cc1Sc1ccc(N)cc1	-3	-4
19	Cc1cc(C)cc(C(=O)N2CC(=O)Nc3ccccc32)c1	27	5
18	C=CCc1ccc(OCc2ccc(C(=O)OC)o2)c(OC)c1	2	-12
13	CN(C)CCCN1C(=O)C(=O)/C(=C(/O)c2ccncc2)C1c1ccccc1 (stereo not drawn)	-6	4
12	COc1ccc(OC)c(C2C3=C(N=C4SCC(=O)N42)c2ccccc2CC3)c1 (stereo not drawn)	10	-4
14	COc1ccc(Cc2nc(-c3ccc(NC(=O)c4cccnc4)cc3)no2)cc1	-1	-7

# (cont.)
nr	compound	miR122 inh	ARNT TACC3 PPI
21	CC12C(=O)N(c3ccccc3C(=O)O)C(=O)C1C1C=CC2C1 (stereo not drawn)	-4	-9
22	Cc1cnc(NC(=O)CCCc2nc3ccccc3s2)s1	80	1
23	COc1ccc(/C=N\NC(=O)c2cc(OCC(F)(F)F)ccc2OCC(F)(F)F)cc1	3	-4
24	CCCCS(=O)(=O)/C=C\C=C/S(=O)(=O)CCCC	-31	6
25	CCCCOCCCNC(=O)CCCOc1ccccc1	3	-3
26	N#Cc1cc2c(nc1SCC1COc3ccccc3O1)CCC2 (stereo not drawn)	-1	-10
27	COc1cc(C)nc(N(Cc2ccccc2)S(=O)(=O)c2ccccc2)n1	3	26
28	O=C(COC(=O)Cc1ccc(Cl)cc1)Nc1ccccc1-c1ccccc1	-2	-8
29	Cc1ccc(N2CCN(C3=NC(=O)/C(=C\c4cccs4)S3)CC2)cc1	-9	8
30	O=C1CCCCC(=O)c2ccccc2N1	5	-11

# Additional records
nr	compound	miR122 inh	ARNT TACC3 PPI
31	CC(C)N(C(=O)CN1C(=O)NC2(CCCCCC2)C1=O)C(C)C	6	1
32	O=C(N/N=C/c1cn(-c2ccccc2)nc1-c1ccc(F)cc1)c1ccc2c(c1)OCO2	0	-15
33	Cc1ccc(S(=O)(=O)N2CCN(C(=O)COc3ccc(NC(=O)c4ccco4)cc3)CC2)cc1	-6	0
34	CCCCCc1c(C)nc(SCC(=O)O)[nH]c1=O	-5	-4
35	Cc1cccc(-n2c(Cc3cc(=O)[nH]c(=O)[nH]3)nnc2SCC(=O)NCc2ccco2)c1	-7	-4
36	Cc1c(C(=O)NCCc2ccccc2)oc2ccc(S(=O)(=O)N3CCC4(CC3)OCCO4)cc12	14	5
37	C=CCOC(=O)C1C(=O)CC(C)(O)C(C(=O)OCC=C)C1c1ccc(OC)cc1 (stereo not drawn)	-5	-1
38	COc1ccc(-c2cc(C(F)(F)F)n3nc(C(=O)N4CCOCC4)nc3n2)cc1	-10	-8
39	CC(C)c1ccc(S(=O)(=O)N2CCN(C(=S)NCc3ccco3)CC2)cc1	2	-4
40	CCC(C)(C)NC(=O)C(c1ccccc1)N(Cc1cccs1)C(=O)Cn1nnc2ccccc21 (stereo not drawn)	13	-6

# Remaining list, next part
nr	compound	miR122 inh	ARNT TACC3 PPI
41	CCN1CCN(C(c2cccc(OC)c2)c2sc3nc(C)nn3c2O)CC1 (stereo not drawn)	-3	-4
42	CCCCNC(=S)NNC(=O)C12CC3CC(CC(C3)C1)C2	3	3
43	Cc1cc2oc(=O)cc(CSc3nc(N)cc(N)n3)c2cc1C(C)C	28	7
44	COCCCNC(=O)c1cccc2c(=O)c(C)c(-c3ccccc3)oc12	4	-6
45	CCOc1ccccc1N1CC(C(=O)N2CCc3ccccc32)CC1=O (stereo not drawn)	4	-9
46	CCc1c(C)nc2cc(-c3ccc(OC)c(OC)c3)nn2c1NCC1CC1	-6	-12
47	Cc1ccsc1/C=N/NC(=O)CN1CCN(S(=O)(=O)c2ccc(Br)cc2)CC1	-1	9
48	CC1=NNC(=O)C1C(c1ccc(F)cc1)C(C#N)C#N (stereo not drawn)	-4	6
49	Cc1csc2nc(CSc3nc4ccccc4o3)c(Br)n12	-3	-5
50	CCC12CCCN3CCC4(C(=C(C(=O)OC)C1)Nc1ccccc14)C32 (stereo not drawn)	4	6

# Following part
nr	compound	miR122 inh	ARNT TACC3 PPI
51	Cc1ccccc1CSc1nc2n(n1)C(c1cccs1)C1=C(CCCC1=O)N2 (stereo not drawn)	-3	-1
52	Cn1c(=O)oc2cc(S(=O)(=O)N3CCOCC3)ccc21	2	-10
53	CC(=O)Nc1cc(C(=O)N2CCOCC2)ccc1S(=O)(=O)c1ccc(C)cc1	-1	-12
54	COc1ccc(N2CCN(C(=O)COc3ccc4ccccc4c3)CC2)cc1	-1	3
55	Cc1nc(SCN2C(=O)c3ccccc3C2=O)n[nH]1	-2	2
56	Cc1ccc(NC(=O)Cn2c(O)c(N=NC(=O)c3ccncc3)c3ccccc32)cc1	11	-3
57	CCCCN(C)C(=S)Nc1ccc(Oc2ccccc2)cc1	-1	-2
58	C/C(CC(=O)Nc1ccc(N(C)C)cc1)=N\NC(=O)Cc1csc(N)n1	2	22
59	Cc1nc(N[C@@H](Cc2ccccc2)C(=O)O)c2oc3ccccc3c2n1	0	-6
60	CCc1ccc(CN(C)CC(=O)Nc2ccccc2[N+](=O)[O-])cc1	2	7

# The final four compounds of the part above are carried over, then new ones follow:
no. | canonical_smiles | miR122 inh | ARNT TACC3 PPI
57 | CCCCN(C)C(=S)Nc1ccc(Oc2ccccc2)cc1 | -1 | -2
58 | C/C(CC(=O)Nc1ccc(N(C)C)cc1)=N\NC(=O)Cc1csc(N)n1 | 2 | 22
59 | Cc1nc(N[C@@H](Cc2ccccc2)C(=O)O)c2oc3ccccc3c2n1 | 0 | -6
60 | CCc1ccc(CN(C)CC(=O)Nc2ccccc2[N+](=O)[O-])cc1 | 2 | 7
61 | N#C/C(=C/c1ccc(N2CCOCC2)o1)c1ccc(Br)cc1 | -5 | -2
62 | O=C(Nc1nc2c(s1)CCCC2)c1cc2n(n1)C(C(F)(F)F)CC(C1CC1)N2 (stereo not drawn) | 3 | 5
63 | Cc1ccc(Cn2c(Cc3ccccc3)nc3ccccc32)cc1 | 1 | 0
64 | CCC(C)N(C(=O)COC(=O)CCc1c[nH]c2ccccc12)C1CCS(=O)(=O)C1 (stereo not drawn) | -1 | 1
65 | O=C1C=C(c2ccccc2)CC(c2cccs2)C1n1cnc([N+](=O)[O-])c1 (stereo not drawn) | -2 | 7
66 | COCCn1nnnc1CN(Cc1cc2cc(OC)c(OC)cc2[nH]c1=O)C1CCCC1 | 3 | 7
67 | Cc1ccccc1NC(=O)CNc1ccc(Cl)c(C(F)(F)F)c1 | 1 | -3
68 | CCCn1c(N)c(C(=O)CSc2nnnn2-c2ccc(O)cc2)c(=O)n(C)c1=O | 2 | -4
69 | C=CCOc1cccc(/C=N/NC(=O)C(=O)NCc2ccco2)c1 | -2 | 3
70 | COC(=O)C(C#N)C(=C1C(=O)CC(C)(C)CC1=O)c1ccc(O)cc1 (stereo not drawn) | -1 | -8
71 | CCOC(=O)c1cc(=O)n2nc(-c3ccccc3F)nc2s1 | -5 | -8
72 | COC(=O)\C(C(C)=O)=C(/C=C/C=C/C=C/N(C)C)N(C)C | -4 | 6
73 | COC(=O)c1cc(NC(=O)Cc2ccc(OC)cc2)cc(C(=O)OC)c1 | -4 | -3
74 | CCOC(=O)C1=NN(C(=O)Nc2cccc(C(F)(F)F)c2)C2C(=O)N(c3cccc(C(F)(F)F)c3)C(=O)C12 (stereo not drawn) | -5 | -9
75 | CC(C)(C)C1=NN(C(=O)c2ccccc2)C(O)(C(C)(C)C)C1 (stereo not drawn) | 11 | -5
76 | N#Cc1c(NCCN)nc(NCc2ccccc2)c2c1CCN(Cc1ccccc1)C2 | 4 | 3
77 | CC(=O)Nc1ccc(OCC(=O)c2cc(C)ccc2C)cc1 | 1 | -1
78 | Cc1ccc(-c2nnc(SCC(=O)NCC3CCCO3)n2C)cc1 (stereo not drawn) | -7 | -2
79 | CC1CN(c2ccc(S(=O)(=O)N3CCOCC3)cn2)CC(C)O1 (stereo not drawn) | 2 | -3
80 | O=C(NCC1CCCO1)/C(=C\c1ccc(Cl)cc1)NC(=O)c1ccccc1 (stereo not drawn) | 14 | -7
81 | C=C(C)Cn1c(C)cc(C)c(S(=O)(=O)c2ccccc2C)c1=O | 20 | -14
82 | CCN(CC(=O)NC(=O)NC1CCCCC1)Cc1nc2ccccc2c(=O)[nH]1 | -1 | -1
83 | CN(C)/C=N/c1c(C#N)cnn1-c1nc2ccccc2s1 | 3 | -5
84 | CCOc1ccc(C(=O)OCCN(C)C)cc1 | 1 | -7
85 | CCOc1cc(/C=C/c2cc(C(=O)O)c3ccccc3n2)ccc1O | 2 | 0

# (cont.)
no. | canonical_smiles | miR122 inh | ARNT TACC3 PPI
86 | O=C(c1ccco1)N1CCN(C2CCCC2)CC1 | -2 | -4
87 | O=C(O)CC1Sc2nc3ccccc3n2C1=O (stereo not drawn) | -7 | 7
88 | Clc1ccccc1CSC1=NCCCN1 | -6 | -19
89 | CC(C)NC(=O)c1ccc(Sc2ccccc2)c([N+](=O)[O-])c1 | 1 | -4
90 | O=C(/C=C/Nc1ccccc1Br)c1ccccn1 | 4 | 7
91 | Cc1cc(NC(=O)c2cc(C(C)C)on2)no1 | 0 | 0
92 | Cc1ccc(C(=O)NNC(=S)Nc2cccc3ccccc23)s1 | 7 | -1
93 | COc1cccc(C2C(C(=O)c3cc4ccccc4o3)=C(O)C(=O)N2c2cc(C)on2)c1OC (stereo not drawn) | -3 | -1
94 | CCCn1c(N)c(C(c2ccc(OC)cc2)N2CCN(c3ccccc3)CC2)c(=O)[nH]c1=O (stereo not drawn) | -1 | 1
95 | CCOC(=O)CSc1nc(C)c2ccccc2n1 | -3 | -2
96 | Cc1ccc(C)c(-n2cc(-c3ccc(Cl)cc3)nc2SCC(=O)NC2CCS(=O)(=O)C2)c1 (stereo not drawn) | -1 | 7
97 | O=C(Cn1nc(C(=O)O)c2ccccc2c1=O)NCC1CCCO1 (stereo not drawn) | -3 | 11
98 | COc1ccccc1CNC(=O)C(CCSC)NS(=O)(=O)c1ccc2c(c1)oc(=O)n2C (stereo not drawn) | -1 | -4
99 | Cc1ccc(C2C3=C(CC(C)(C)CC3=O)Nc3onc(C)c32)cc1 (stereo not drawn) | 1 | 4
100 | CC(C)[C@H](NC(=O)Nc1ccccc1F)C(=O)O | -1 | -11
101 | CC(C)C(C)NC(=O)CSc1nc2scc(-c3ccco3)c2c(=O)n1-c1ccccc1 (stereo not drawn) | -3 | -1
102 | Cc1ccccc1NC(=O)NCCCN1CCN(c2ccccc2)CC1 | -1 | 8
103 | CC(OC(=O)Cn1c(C(F)(F)F)nc2ccccc21)C(N)=O (stereo not drawn) | -4 | -6
104 | CCCn1c(N)c(N2CCCCC2)c(=O)n(CC(=O)Nc2ccc(OC(F)(F)F)cc2)c1=O | 0 | -6
105 | Cn1c(=O)c2c(nc(NCc3ccccc3)n2CC(=O)NCc2ccccc2)n(C)c1=O | -2 | -6
106 | COc1cccc(/C=N/NC(=O)c2[nH]c(C)c(C(=O)N/N=C/c3cccc(OC)c3O)c2C)c1O | -1 | -15
107 | O=C(Nc1ccccc1C(=O)NCCc1ccccc1)c1ccco1 | 5 | -8
